MC4R antagonist: blocks human MC4R cAMP signaling; hit rate 0.48% among 360,000; inhibition, % at 6.5 µM; P32245; MC4R-expressing cells, MTII-stimulated cAMP, LANCE TR-FRET;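 active = inhibition above its plate's cutoff, the mean of tested wells on that plate plus 3 SD, cut at about 29% in these data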;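 note: 0% = Melanotan II alone and 100% = Melanotan II plus saturating MCL0020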
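Test system: U2OS cells stably expressing human melanocortin 4 receptor (MC4R); also added: Melanotan II challenge; compound: 6.5 µM single dose; timing: 30-min compound preincubation, 1-h Melanotan II challenge, 1-h detection, room temperature; signal: Eu-cAMP/anti-cAMP TR-FRET, emission 671 nm; repeats: one well per compound, no replicates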
MC4R barr agon: activates human MC4R beta-arrestin recruitment | P32245 | U2OS MC4R beta-arrestin complementation, luminescence; percent of melanotan II response, DMSO zero | activation, % at 8.9 µM | hit rate 0.98% among 360,000;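 active = activation above a per-plate cutoff, the mean activation of sample wells on that plate plus 3 SD, cut at about 8% in these data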
N-glyco inh: N-linked glycosylation inhibition. D54 ERlucT glycosylation luciferase reporter, 24 h; percent of 100 nM tunicamycin response. hit rate 0.23% among 360,000. reporter increase, % at 12.5 µM. AID 588692;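 active = mean luciferase reporter signal, scaled so untreated is 0 and the glycosylation-blocking control 100, at or above a set limit in every replicate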;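 note: luciferase carries N-glycosylation sites so blocking glycosylation raises the light; 0% = median of neutral control wells and 100% = median of 100 nM tunicamycin wells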
ABCB6 inh 2: inhibitors of human ABC transporter ABCB6; fluorescence ratio to DMSO, % at 10 µM; hit rate 0.19% among 360,000; K562-ABCB6 porphyrin accumulation, flow cytometry, 1 h; active compounds read low; Q9NP58; AID 602162;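 active = fluorescence ratio to DMSO below 75%, the collection mean minus 3 SD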;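 note: signal is porphyrin accumulated inside mitochondria; 100% equals median channel fluorescence of DMSO control wells; lower ratio means ABCB6 inhibition with less porphyrin fluorescence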
ABHD5 PLIN5 PPI: blocks binding of human ABHD5 to perilipin-5. inhibition, % at 4 µM. hit rate 0.78% among 360,000. AID 602281. Split G. princeps luciferase complementation, luminescence, 4 h. Q00G26+Q8WTS1;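 active = inhibition above the mean inhibition across every tested compound plus 3 SD, cut at about 22% in these data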;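 note: 0% = DMSO only wells and the 100% control is not disclosed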
Target sequence (Q00G26 whole entry, looked up): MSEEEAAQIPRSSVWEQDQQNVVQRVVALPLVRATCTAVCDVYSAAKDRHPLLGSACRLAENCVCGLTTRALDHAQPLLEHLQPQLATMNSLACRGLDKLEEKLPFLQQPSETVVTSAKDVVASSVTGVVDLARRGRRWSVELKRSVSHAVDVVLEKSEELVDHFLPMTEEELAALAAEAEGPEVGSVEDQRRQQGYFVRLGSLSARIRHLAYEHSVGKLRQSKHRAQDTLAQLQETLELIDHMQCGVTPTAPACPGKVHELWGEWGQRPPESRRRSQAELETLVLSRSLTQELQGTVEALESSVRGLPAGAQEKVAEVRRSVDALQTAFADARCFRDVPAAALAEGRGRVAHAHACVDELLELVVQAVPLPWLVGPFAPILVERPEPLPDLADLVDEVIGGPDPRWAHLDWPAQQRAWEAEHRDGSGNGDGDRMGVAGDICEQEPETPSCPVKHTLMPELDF
Target sequence (Q8WTS1 whole entry, looked up): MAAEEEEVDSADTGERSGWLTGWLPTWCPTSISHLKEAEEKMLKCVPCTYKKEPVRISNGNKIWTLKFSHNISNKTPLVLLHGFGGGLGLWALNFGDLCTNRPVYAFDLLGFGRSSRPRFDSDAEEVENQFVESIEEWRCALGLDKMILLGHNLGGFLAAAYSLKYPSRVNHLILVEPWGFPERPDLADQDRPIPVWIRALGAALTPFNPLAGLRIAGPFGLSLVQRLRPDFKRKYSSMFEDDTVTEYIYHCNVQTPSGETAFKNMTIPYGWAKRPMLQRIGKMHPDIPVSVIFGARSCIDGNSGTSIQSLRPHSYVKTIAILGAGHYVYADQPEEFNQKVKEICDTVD
H9c2 protect: modulators protecting cardiomyocytes from myocardial damage. hit rate 0.63% among 360,000. H9c2 cardiomyocytes, H2O2 injury protection, ATPLite, 2 h. protection from H2O2 cell death, % at 20 µM;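 active = compounds giving at least 50% protection of heart cells from peroxide-induced death in the single-dose screen, raw or plate-pattern-corrected value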;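 note: 0% = DMSO wells with peroxide and 100% = DMSO wells without peroxide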
CaV13 ICDI inh: Disruptors of the CACNA1D IQ motif to Ca2+-dependent inactivation inhibitor domain association, primary screening, Förster resonance energy transfer in intact living …. HEK cells, CFP/YFP FRET ICDI-IQ, plate reader, 10 min; percent FRET-ratio fall versus neutral wells. inhibition, % at 12.3 µM. hit rate 0.098% among 340,000. AID 743397;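 active = mean replicate inhibition of at least 30% and at least 1% of replicates passing that level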;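 note: 0% = median of the neutral control wells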
Exocytosis inh: lytic granule exocytosis inhibition; TALL-104 LAMP-1 surface exposure, flow cytometry; cells stimulated with thapsigargin and PMA; inhibition, % at 10 µM; hit rate 0.66% among 360,000; AID 651702;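 active = inhibition above about 55%, limit read from the data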
PDI inh: PDI (human) enzyme inhibition | P07237 | PDI insulin aggregation turbidity, A650, 90 min | inhibition, % at 10 µM | hit rate 0.052% among 350,000 | AID 588391;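 active = mean inhibition across replicates of 30% or more, whatever share of single replicates reach that level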;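 note: absorbance from insulin aggregation driven by PDI reduction with DTT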
HTR2A ag: activates the mouse 5-HT2A serotonin receptor; activation, % at 7.6 µM; CHO-K1 mHTR2A beta-arrestin complementation, luminescence; percent of 30 µM serotonin response; P35363; AID 624169; hit rate 0.66% among 360,000;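 active = activation above a run cutoff, the mean activation of all tested compounds plus 3 SD, cut at about 14% in these data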;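 note: 0% = plate median of compound wells and 100% = 30 µM serotonin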
Numbers without * were called inactive; . = not tested or not shown; & = joins results of further samples.

SMILES,PDI inh,ABHD5 PLIN5 PPI,MC4R antagonist,N-glyco inh,HTR2A ag,MC4R barr agon,ABCB6 inh 2,Exocytosis inh,CaV13 ICDI inh,H9c2 protect
Cc1ccc(NC(=O)Nc2nc3ccc(S(C)(=O)=O)cc3s2)cc1,-9,4,0,-2,3,-0.6,100,-2,-6,-5
CCc1ccccc1NC(=O)N1CCC(NC(=O)C(Cc2ccccc2)NC(C)=O)CC1 (stereo unspecified),1,4,19,1,-1,0.9,91,-2,-7,1
COc1cccc(C(=O)NCC2CCCN(C3CCCCC3)C2)c1OC (stereo unspecified),7,3,11,-2,1,0.3,93,4,-3,1
O=S(=O)(/C=C/c1ccccc1)Nc1ccc(F)cc1,-4,0,4,1,-3,-1.8,99,0,3,-10
COC(=O)C1CCN(C(=O)COC(=O)/C=C/c2ccc(O)c(OC)c2)CC1,-11,-6,4,0,-1,-0.8,92,-2,-3,4
O=C(CCc1nnc(COc2ccccc2)o1)NCc1ccccc1,8,-7,3,-1,2,0.1,97,6,-5,0
COc1ccc(CCN=Cc2ccccc2O)cc1OC,-8,4,5,0,7,-0.2,98,5,-2,0
O=S(=O)(Cc1ccc(Cl)cc1)N1CCN(c2ncccn2)CC1,9,-5,2,3,7,-1.6,99,0,-6,-8
O=C(O)CSc1nc(-c2cccs2)cc(C(F)(F)F)n1,1,1,13,4,-1,-2.6,100,1,-4,-2
C/C(=N\NC(=O)C1CC1)c1ccc(Cl)c(Cl)c1,7,2,-2,2,-4,0.2,87,0,-4,5
COc1ccc(-n2nnnc2CNC(=O)c2ccc(S(=O)(=O)N3CCOCC3)cc2)cc1,-2,1,2,-2,-2,-1.3,97,3,-13,-3
O=C(Nc1ccc(CN2CCOCC2)cc1)c1ccc(Br)cc1,-3,-2,5,-2,-3,-0.5,91,8,-10,-2
CSc1nc(NCC(C)C)c2c3c(sc2n1)CN(C)CC3,-1,9,10,-2,-6,-0.6,105,-5,-9,2
Nc1nc(-c2cccnc2)nc2sc3c(c12)CCCC3,1,5,-11,-2,2,-0.8,101,-4,-18,-10
CCOC(=O)N1CCc2c(sc(NC(=O)c3ccc(S(=O)(=O)N4CCCC4)cc3)c2C#N)C1,.,9,18,-3,0,1.1,97,23,-25,-8

Entries of single compounds, looked up by structure. Values in the order: PDI inh, ABHD5 PLIN5 PPI, MC4R antagonist, N-glyco inh, HTR2A ag, MC4R barr agon, ABCB6 inh 2, Exocytosis inh, CaV13 ICDI inh, H9c2 protect
C/C(=N\NC(=O)C1CC1)c1ccc(Cl)c(Cl)c1 in the list: 7, 2, -2, 2, -4, 0.2, 87, 0, -4, 5
O=S(=O)(Cc1ccc(Cl)cc1)N1CCN(c2ncccn2)CC1 in the list: 9, -5, 2, 3, 7, -1.6, 99, 0, -6, -8
Cc1ccc(NC(=O)Nc2nc3ccc(S(C)(=O)=O)cc3s2)cc1 in the list: -9, 4, 0, -2, 3, -0.6, 100, -2, -6, -5
O=S(=O)(/C=C/c1ccccc1)Nc1ccc(F)cc1 in the list: -4, 0, 4, 1, -3, -1.8, 99, 0, 3, -10
CSc1nc(NCC(C)C)c2c3c(sc2n1)CN(C)CC3 in the list: -1, 9, 10, -2, -6, -0.6, 105, -5, -9, 2

Next section.
SMILES,PDI inh,ABHD5 PLIN5 PPI,MC4R antagonist,N-glyco inh,HTR2A ag,MC4R barr agon,ABCB6 inh 2,Exocytosis inh,CaV13 ICDI inh,H9c2 protect
Cc1ccc(S(=O)(=O)NNC(=O)c2snnc2C)cc1,12,2,17,0,3,-1.8,90,2,-4,7
COc1cccc(COC(=O)Nc2ccccc2)c1OC,.,-2,.,-1,-8,.,99,7,-3,-6
CN(CC(=O)NCc1ccccn1)S(=O)(=O)c1ccc(Br)cc1,-3,3,-5,3,8,-0.7,100,-1,-4,5
CN(Cc1cccs1)c1nc(-c2cccnc2)nc2ccccc12,-2,-3,1,0,-2,3.2,85,84*,3,-16
O=C(CS(=O)c1ccc(C(F)(F)F)cc1[N+](=O)[O-])Oc1ccc(Cl)cc1 (stereo unspecified),-5,-4,33*,-13,1,3.2,101,9,-5,-9
CC1(c2ccc([N+](=O)[O-])cc2)NC(=O)N(CC(=O)Nc2cccnc2Cl)C1=O (stereo unspecified),15,1,-11,6,1,-2.5,97,1,-6,6
CCOc1ccc(C(=O)NCC(=O)NCC(c2ccco2)N2CCCCC2)cc1OCC (stereo unspecified),-2,-2,4,-1,-9,-2.0,102,-6,-5,2
O=C(NCCCN1CCOCC1)c1cc(Cl)ccc1OCc1ccccc1,10,-3,6,-3,-8,1.5,99,6,-6,10
COc1ccc(S(=O)(=O)Cc2ccc(C(=O)N3CCOCC3)o2)cc1,-3,5,-5,2,17*,1.7,105,4,-3,1
O=C(CCc1ccccc1)Nc1ccc(NC(=O)c2ccco2)nc1,-4,-1,9,-2,-3,-0.7,96,-2,-4,-4
CC1=C(C(=O)N(C)C)CC(CC(=O)NCc2cccs2)C(=O)N1CCC1=CCCCC1 (stereo unspecified),5,7,8,2,-1,0.6,94,-3,-10,3
O=C(c1ccco1)N1CCN(CCCCN2C(=O)c3ccccc3C2=O)CC1,-5,1,4,1,17*,-0.3,87,4,-8,-4
COc1ccc(C2C(C#N)=C(N)Oc3cc(N)ccc32)cc1OC (stereo unspecified),0,2,11,16,6,-0.6,102,0,-5,9
O=C(CSc1nnc(COc2ccccc2Cl)o1)Nc1ccccc1,6,-5,-1,0,2,1.5,98,-1,-6,8
CN(CC(=O)Nc1ccccc1Cl)C(=O)COC(=O)c1cc([N+](=O)[O-])ccc1N1CCOCC1,3,-1,-3,5,3,-2.3,95,9,-6,0
COc1ccc(-c2cc(C3CC3)nc(SCC(=O)c3cccs3)c2C#N)cc1,2,3,10,-2,-3,0.1,104,-10,-6,-8
NC(=O)c1ccccc1NC(=O)c1ccccc1F,7,-1,-2,2,2,-3.4,95,-2,-5,13
O=C(O)CSc1ccccn1,11,-6,0,2,-8,-1.1,97,25,-5,9
COc1ccc(Cl)cc1N(CC(=O)N/N=C/c1ccc(OC(C)C)cc1)S(=O)(=O)c1ccc(C)c([N+](=O)[O-])c1,-2,3,10,-5,-5,-1.5,99,-1,-5,6
CC1CCC(C(C)C)C(OC(=O)Cn2c(-c3ccccc3)[n+](C)c3ccccc32)C1 (stereo unspecified),17&5,16&17,-13&3,19&13,2&-1,2.3&5.4,89&91,44&31,-3&-1,-16&-11
COc1ccc(C(=O)NCC(=O)N/N=C(\C)c2ccco2)cc1OC,-8,2,-5,2,1,1.1,105,-2,-15,-2
COc1ccc(OC)c(NC(=O)CSc2nc(=O)n(CCN3CCOCC3)c3c2CCCC3)c1,3,-1,3,4,-5,-1.3,99,0,-6,-3
N#CC1=C(S)N(c2ccccc2)C(c2ccc(-c3ccccc3Cl)o2)NC1=O (stereo unspecified),5,-10,6,-3,-1,-1.4,100,4,-5,0
Cn1c(=O)c2cc(NC(=O)CCc3ccccc3)ccc2n1Cc1cccc(C(F)(F)F)c1,1,-4,-7,-1,-5,-0.1,103,-9,-8,-5
C/C(=N\NC(=O)c1ccc(N2CCCC2=O)cc1)c1ccccc1,-16,4,20,0,3,-1.4,98,-5,-2,0
CCCNC(=O)c1ccccc1NC(=O)C1=CSCCO1,17,-1,2,-1,2,-1.4,102,1,-3,-2
Cc1ccc(NC(=O)CCNC(=O)c2ccc(Cl)cc2)cc1F,-1,-1,-1,1,-8,-1.6,104,-4,-18,-1
C=CCNC(=S)NNC(=O)CCC(O)COCCC(C)C (stereo unspecified),2,2,17,4,4,-2.2,98,0,-10,3
COC(=O)C[C@H]1c2cc(F)ccc2S(=O)(=O)N1c1ccccc1,1,2,0,-1,7,-0.6,93,-6,-12,-1
O=C1OC(/C=C/c2ccccc2)=NC/1=C/c1ccco1,0,6,12,2,5,2.3,101,2,-4,0

By substructure, those above containing bromine
SMILES,PDI inh,ABHD5 PLIN5 PPI,MC4R antagonist,N-glyco inh,HTR2A ag,MC4R barr agon,ABCB6 inh 2,Exocytosis inh,CaV13 ICDI inh,H9c2 protect
O=C(Nc1ccc(CN2CCOCC2)cc1)c1ccc(Br)cc1,-3,-2,5,-2,-3,-0.5,91,8,-10,-2
CN(CC(=O)NCc1ccccn1)S(=O)(=O)c1ccc(Br)cc1,-3,3,-5,3,8,-0.7,100,-1,-4,5

Next records
SMILES,PDI inh,ABHD5 PLIN5 PPI,MC4R antagonist,N-glyco inh,HTR2A ag,MC4R barr agon,ABCB6 inh 2,Exocytosis inh,CaV13 ICDI inh,H9c2 protect
O=C(CSCc1ccccc1Br)N/N=C/c1ccc(OCC(=O)N2CCCCC2)cc1,-1,1,3,-3,1,-2.1,95,0,-5,7
Nn1c(SCC(=O)N2CCOCC2)nnc1-c1ccco1,6,1,-2,-1,3,-1.4,107,2,.,3
CCN1CCN(c2ccc(S(=O)(=O)N3CCOCC3)cc2NC(=O)COc2ccc(F)cc2Cl)CC1,-20,-3,3,-4,-8,1.0,102,0,.,2
CNS(=O)(=O)c1ccc(CNC[C@H]2O[C@@H](n3cnc(C(N)=O)n3)[C@H](O)[C@@H]2O)cc1,-7,-1,5,0,5,0.8,101,2,-10,7
O=c1cc(-c2cccc(Br)c2)nc(-c2ccccc2F)o1,-2,3,0,0,-2,0.4,98,0,-4,8
COc1ccc(C(CNC(=O)c2ccc(-c3ccccc3Cl)o2)N2CCOCC2)cc1 (stereo unspecified),9,3,7,-2,-15,-2.6,95,-1,-7,9
FC(F)(F)c1ccc(N2CCN(Cc3ccc4c(c3)OCO4)CC2)nc1,-4,1,2,0,2,9.2*,100,-4,-11,-14
CCOC(CNC(=O)C(=O)Nc1cc2c3c(c1)CC(=O)N3CCC2)OCC,-5,-4,10,1,-9,0.4,105,-3,-7,-1
O=C(Cc1ccc([N+](=O)[O-])cc1)NCc1ccccc1Cl,2,-3,13,2,6,-0.9,86,1,-3,-3
COc1cc(NC(=O)COc2cc(C)cc3oc(=O)cc(C)c23)cc(OC)c1OC,11,2,-4,5,-1,0.6,98,2,-6,3
Cc1cccc(-c2nnc(-c3cccc4ccccc34)o2)c1,12,2,2,-4,-3,-0.2,96,38,-14,-14
CC1(C)CC2(CCO1)OC(=O)CC2C(=O)Nc1cccc2ccccc12 (stereo unspecified),0,-2,2,1,2,-2.2,102,1,-3,0

Rows were taken by chance. Share with any hit: about 4.2%.
